Insulin prom up = MIN6 insulin promoter up-regulation; MIN6 insulin promoter-GFP reporter, high-content imaging; hits give high values; z-score at 5 µM; 0.3% of 190,000 active; AID 1625;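 active = z-score above 3 at 5 µM with at least 500 cells counted in the well; inconclusive = wells under 500 cells, flagged as cytotoxic or low count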
MT stabilizer = microtubule stabilization, imaging screen; % tubulin-high responders, % at 10 µM; HeLa tubulin immunostaining HCS, 24 h; share of cells brighter than vehicle mean+2SD; AID 2205; 0.83% of 200,000 active;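 active = plate Z-score above 3 for both tubulin-high and condensed-nucleus cell shares, with cell loss under 80%, at 10 µM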;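 also: anti alpha tubulin signal scored within the nucleus-defined area of each cell; some results filed as inactive read as strong as hits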
b-catenin transl = beta-catenin nuclear translocation modulation; HeLa beta-catenin nuclear translocation, immunofluorescence imaging; nuclear translocation activity, % at 5 µM; 0.3% of 190,000 active;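 active = nuclear translocation activity above 50% at 5 µM, with a well cell count of 50 or more; inconclusive = wells under 50 cells across six images, flagged as toxic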;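 also: per-cell ratio of nuclear to cytoplasmic median beta-catenin stain intensity; plate controls were DMSO negative control for no effect and GSK-3 inhibitor IX positive control for full effect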
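Test system: human HeLa cells, native beta-catenin. Compound dosing: 5 µM primary single dose, 0.1% DMSO, 0.02–20 µM confirmation series. Incubation: compound exposure 24 h at 37°C. Detection: beta-catenin immunostaining with DAPI counterstain, 20x imaging, 6 fields/well. Read-out basis: Nuclear/cytoplasmic beta-catenin signal ratio, % activation.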
Dynein cargo inh = dynein cargo transport inhibition; 3617.4 mouse cells, GR-EGFP nuclear translocation imaging; test concentration mostly 20 µM; stimulated with dexamethasone, 1 µM; hits give low values; AID 1381; z-score, hits read low; 0.47% of 220,000 active;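 active = plate z-score of nuclear minus cytoplasmic receptor signal below a set negative limit, without overly bright fluorescence or cell loss, cut at about -3.5 in these data, passing the limit was not always enough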;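 also: z-score of nuclear minus cytoplasmic ring GR-EGFP intensity difference per well; some compounds called inactive have numbers as strong as hits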
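medium = tetracycline-free induction medium containing charcoal-stripped FBS | also added = 1.0 µM final dexamethasone stimulus | schedule = 48 h induction, 1 h compound, 30 min dex at 37 °C | technique = fixed, Hoechst-stained cells imaged at 10x for EGFP | measure = GR-EGFP nuclear translocation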
Yfh1-off respiration = mitochondrial function rescue without frataxin homolog – Friedreich's ataxia, plus single-dose screen, dose response (AID 1465); S. cerevisiae Yfh1-off respiration, WST-1 reduction, 72 h; higher fold induction means a stronger effect; fold induction at 50 µM, or EC50 in µM where a hit was titrated; 0.074% of 220,000 active;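 active = fold induction of absorbance versus untreated yeast above a set limit, then at least 30% activation at any dose in follow-up; inconclusive = repeats straddling the limit, or above it without dose testing; inactive = fold induction below the set limit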;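 also: activators that raise dye reduction in frataxin-depleted yeast; strong numbers were not always called active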
AID2073 = disruptors of CaV2.2 binding to Mint1 – biochemical, HTRF (AID 2073) | HTRF protein-protein interaction, Mint1-CaV2.2; higher % means a stronger effect | inhibition, % at 20 µM; hits with a dose series show IC50 in µM | 0.19% of 290,000 active; in the data active = inhibition mostly above about 51%, no sharp cut-off; inconclusive = no clear call, values can overlap the other calls; inactive = mostly below about 53%; also: some results filed as inactive read as strong as hits
HIV peptide binding = inhibitors of HIV fusion peptide binding, primary screen, biochemical, uHTS, fluorescence dequenching (AID 1986). cell-free peptide binding, fluorescence dequenching, 30 min; higher % means a stronger effect. inhibition, % at 20 µM; hits with a dose series show IC50 in µM. 0.3% of 290,000 active; in the data active = inhibition mostly above about 52%, no sharp cut-off; inactive = mostly below about 76%; also: some results filed as inactive read as strong as hits
WT yeast gro inh = growth inhibition of WT yeast, mitochondrial fusion screen; mitochondrial fusion phenotypic screen, WT strain; inhibition, % at 10 µM; 2.1% of 190,000 active; in the data active = inhibition above about 58%; tested in S. cerevisiae
Autophagy HCS = autophagy modulation, high-content screen | AID 463193 | MEF GFP-LC3 puncta imaging; test concentration mostly 10 µM | calls only at 10 µM (by protocol) | 0.98% of 190,000 active;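 active = percentage of spot-positive cells more than 3 SD above its plate mean, without a fluorescence outlier flag or 80% toxicity; inconclusive = no clear call, values can overlap the other calls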;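 also: spot-positive cell cutoff set from DMSO-treated cells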
WT yeast gro inh mutant strain = second read-out of WT yeast gro inh, no call of its own (marks repeat the call); inhibition, %; mitochondrial fusion phenotypic screen, mutant strain inhibition
Dynein cargo inh cytoplasmic EGFP = recorded beside Dynein cargo inh, whose call it bears; z-score; measured here: cytoplasmic GR-EGFP intensity; hits give high values
Dynein cargo inh nuclear GR-EGFP = recorded beside Dynein cargo inh, whose call it bears; z-score; measured here: nuclear GR-EGFP intensity;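 lower value marks the stronger effect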
Dynein cargo inh cell count = also measured in Dynein cargo inh; calls as there; z-score; measured here: cell count per field
Insulin prom up cell count = also measured in Insulin prom up; calls as there; cell count; measured here: cytotoxicity, nuclei count;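 total cells summed across four imaged fields per well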
b-catenin transl cell count 5 µM = recorded beside b-catenin transl, whose call it bears; cell count; measured here: cell count, cytotoxicity flag
MT stabilizer Hoechst-high % = recorded beside MT stabilizer, whose call it bears; % Hoechst-high responders; measured here: nuclear condensation Hoechst responders;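 share of cells brighter than vehicle mean plus two SD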
MT stabilizer cytotoxicity % = second read-out of MT stabilizer, no call of its own (marks repeat the call); toxicity, %; measured here: cytotoxicity by cell density;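 0% = mean cell density of plate MIN control wells and 100% = no cells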
Autophagy HCS cell loss 18 h = further read-out of Autophagy HCS, marked with its call; toxicity, %; measured here: cell loss, nuclei count;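 cell loss after 18 h compound exposure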
* = called active by the depositor; i = inactive; ? = inconclusive; nt = no result given.

smiles	Yfh1-off respiration	Insulin prom up	MT stabilizer cytotoxicity %	MT stabilizer Hoechst-high %	Dynein cargo inh	b-catenin transl	WT yeast gro inh mutant strain	Insulin prom up cell count	Autophagy HCS	AID2073	b-catenin transl cell count 5 µM	Dynein cargo inh nuclear GR-EGFP	HIV peptide binding	WT yeast gro inh	MT stabilizer	Autophagy HCS cell loss 18 h	Dynein cargo inh cytoplasmic EGFP	Dynein cargo inh cell count
O=C1CN(S(=O)(=O)c2ccc(Cl)cc2C(F)(F)F)CCN1	i	0.71	3.7	2.9	0.34	-0.7	4	1312	i	1%	1111	-0.35	0.9%	-3	1.6	-15	-0.33	-0.069
c1csc(-c2cnc3n2CCCC3)c1	i	0.32	13	3.0	0.56	-6.3	nt	1216	i	0%	1060	0.3	-0.1%	nt	3.5	51	-0.38	-1.4
O=C(Cc1ccc(Cl)cc1)Nc1ccc(N2CCN(C(=O)c3ccco3)CC2)c(Cl)c1	i	0.25	5.7	2.0	1.4	9.3	6	959	i	1%	1086	1.8	-1.2%	8	5.2	-3	0.6	-2.7
CCC(C)N1CCN(C(=O)c2cccs2)CC1 (stereo not drawn)	i	nt	4.9	1.9	-0.29	nt	6	nt	i	nt	nt	-0.2	nt	-2	4.3	-4	-0.24	-0.23
Cc1csc(NC(=O)CN(C)S(=O)(=O)c2cccc3cccnc23)n1	i	3*	5.9	2.5	0.25	nt	1	766*	i	-5%	nt	0.63	-0.9%	6	7.0	-1	1.5	-0.66
Cc1cccc(CCN=c2c([N+](=O)[O-])nn(-c3ccccc3)n2O)c1	i	0.48	4.0	1.0	2.1	3.4	22	1106	i	14%	1084	0.97	-2.7%	11	3.7	11	-0.2	-0.2
O=C(CSc1nc2[nH]ncc2c(=O)[nH]1)c1ccc(Cl)cc1	i	0.48	5.1	0.9	-0.98	1.3	-16	1454	i	4%	926	-0.39	1.7%	-21	1.4	-11	-0.35	1.4
Fc1ccc(-c2ccc(Nc3cccc(F)c3)nn2)cc1	i	1.2	1.3	1.4	0.17	-0.4	8	1380	i	3%	1090	0.13	-0.1%	-11	1.0	-23	-0.32	0.52
CC(C)c1ccc(C(=O)N2CCCN(C(=O)c3ccc(C(C)C)cc3)CC2)cc1	i	0.41	1.7	1.7	-0.14	-1.1	25	1393	i	-2%	968	-0.27	-0.7%	35	4.6	4	0.012	0.78
Cc1ccc(S(=O)(=O)c2c(C)cc(C)nc2Cl)c(C)c1	i	0.18	1.4	1.4	2.8	0.6	3	1837	i	8%	1075	0.66	3.1%	5	2.0	-2	-0.15	-1.6
O=C1NC(=Nc2ccccc2)S/C1=C\c1cccn1-c1ccccc1	i	nt	56*	18*	-0.34	9.5	18	nt	i	-1%	1014	-0.093	2.9%	37	21*	44	-0.2	-0.058
O=C(CN1CCN(c2ccccc2O)CC1)NC(=O)NC1CCCC1	i	-0.01	2.6	1.7	1.7	-0.4	-6	1516	i	-5%	948	0.039	-2.2%	9	2.2	-7	-0.35	-0.62
N#Cc1ccc(CSc2nnc(-c3cccc(S(=O)(=O)N4CCCCC4)c3)o2)cc1	i	-0.25	7.1	2.1	-0.45	-3.9	11	1923	i	19%	1089	0.046	0.9%	16	5.1	-10	-0.16	-0.24
CC(O)[C@H]1CNC(=O)C(=O)N1CCc1cccc2ccccc12 (stereo partly drawn)	i	0	nt	nt	-0.17	-0.7	nt	989	nt	9%	1368	0.021	-0.1%	nt	nt	nt	-0.71	0.092
COC(=O)C1=C(C)N(CCc2cc(OC)c(OC)c(OC)c2)C(=O)N[C@H]1c1cccs1	nt	-0.43	5.6	1.7	0.8	nt	-3	1280	i	-6%	nt	0.73	0.6%	20	1.5	-51	0.11	0.33
CCc1ccccc1NC(=O)c1ccc([N+](=O)[O-])s1	i	-1.1	1.6	1.8	0.93	-0.3	1	1163	i	7%	1091	0.63	1.1%	19	3.1	33	-0.049	-1.7
Cc1c(-c2ccccc2)c(P(=O)(N2CCOCC2)N2CCOCC2)c2ccccn12	i	-0.95	2.9	1.2	-0.37	-1.2	21	1016	i	19%	1157	-0.027	8.3%	-2	1.8	6	-0.2	0.4
COc1ccc(-c2nc(-n3c(C)c(C(C)=O)c(C(C)=O)c3C)sc2C)cc1	i	-0.18	7.9	2.3	0.48	1.3	-1	1491	i	0%	1323	-0.7	-1.8%	11	4.5	7	-0.23	-0.086
COc1ccc(CCNC(=O)C(=O)NCc2ccc(Cl)cc2)cc1OC	i	0.13	6.3	2.3	-0.22	nt	20	1156	i	1%	nt	0.041	-1.3%	-8	2.4	-5	-0.34	-0.0029
CCOC(=O)N1CCC(NC(=O)c2cnn3c(C(F)(F)F)cc(-c4cccc(OC)c4)nc23)CC1	i	-2.4	nt	nt	nt	-2.0	nt	1093	nt	34%	1037	nt	0.5%	nt	nt	nt	nt	nt
CC(C)Oc1ccc(CN=C(N)N=C(N)N)cc1Cl	i	-0.42	5.1	3.1	-0.28	-0.9	10	1498	i	-1%	1073	-0.38	0.3%	-12	4.2	10	-0.21	0.18
COc1ccc(OC)c(-c2cc(C(=O)N3CCN(c4ncccn4)CC3)c3ccccc3n2)c1	i	-0.62	7.2	1.5	-0.14	0.6	27	1522	i	3%	1381	0.2	0.8%	31	3.6	3	-0.39	0.11
CCOC(=O)C1=C(C)C(c2ccccc2OC)NC(=O)N1 (stereo not drawn)	i	0.53	9.0	0.7	1.2	-1.2	2	1278	i	8%	1226	0.27	0.0%	4	1.3	-6	-0.11	-0.27
COc1cc(CNc2ncn[nH]2)ccc1OCc1ccccc1C	i	0.04	11	1.3	-0.21	2.9	6	1533	i	8%	950	0.18	-1.2%	-10	1.4	9	-0.3	0.71
O=c1[nH]c2ccccc2c2oc(CCl)nc12	i	-0.47	nt	nt	-4.1*	-0.7	nt	1280	nt	-5%	1310	-2.2*	-2.7%	nt	nt	nt	0.71*	-0.024*
COc1cc(OC)c(NC(=O)c2ccco2)cc1Cl	i	0.82	97	24	0.05	-1.4	25	1259	i	-5%	995	0.59	1.1%	11	10	-4	-0.29	-0.47
COCCNC(=O)NC1(C(F)(F)F)Oc2ccc(Cl)cc2O1 (stereo not drawn)	i	-0.58	6.0	2.1	1	15	-2	1412	i	-2%	1325	0.59	13%	0	7.6	16	-0.31	0.099
COCc1c(C(=O)OC)nnn1-c1ccccc1	i	nt	8.3	2.0	-0.54	-0.1	8	nt	i	-9%	1245	0.084	2.3%	1	2.4	-4	-0.14	-1.4
O=C(CSc1cccc[n+]1[O-])Nc1cccc(S(=O)(=O)NC2=NCCCCC2)c1	i	0.15	13	1.6	0.11	-5.8	12	1285	i	-7%	1170	0.31	0.1%	-2	6.3	34	-0.39	1.1
Cc1ccc(Oc2ncccc2NC(=O)CC2(CC(=O)O)CCCC2)c2c1CCC2	i	0.37	nt	nt	0.98	0.1	nt	917	nt	?	1339	1.1	-0.2%	nt	nt	nt	-0.23	-0.7
Cc1ccc(S(=O)(=O)CCC(=O)NCCN2C(=O)S/C(=C/c3ccc(F)cc3)C2=O)cc1	i	-5.7	3.5	3.1	-0.43	2.4	-18	675	i	4%	1045	-0.46	2.5%	1	3.6	-2	-0.28	0.03
O=C(Cn1cnc2c(nnn2-c2ccccc2)c1=O)NCC1CCCO1 (stereo not drawn)	i	-0.05	4.3	1.0	1.2	-1.4	3	1807	i	14%	1050	0.93	3.6%	-12	4.0	2	-0.17	0.011
Cc1ccc2c(c1)N(CCC(=O)NCc1cccnc1)C(=O)CO2	i	-0.75	5.6	2.1	0.13	2.9	-12	1617	i	5%	1327	0.039	0.1%	-23	2.4	23	-0.2	0.22
Cc1cc(OCCOCCNC(C)C)cc(C)c1Cl	nt	nt	5.2	0.9	0.79	-9.7	nt	nt	i	1%	908	0.31	-1.4%	nt	1.3	-5	0.21	0.69
COc1cc(NC(=S)NCc2cccnc2)cc(OC)c1	i	0.84	6.8	3.6	3.3	nt	1	1146	i	-5%	nt	1.3	-3.8%	-19	4.4	-5	-0.12	-1.9
NC(=S)N/N=C1\CCOc2ccc(F)cc21	i	0.69	nt	nt	0.3	-0.2	nt	1379	nt	-11%	978	0.16	0.3%	nt	nt	nt	-0.22	-0.15
CCOC(=O)C1=NN(N=O)C2(CC(=O)N(c3cc(C)cc(C)c3)C2=O)C1 (stereo not drawn)	i	-0.49	7.2	1.7	-0.09	2.8	-6	975	i	4%	1107	0.34	16%	1	1.9	-3	0.11	0.21
COC(=O)C1=C(NC(=O)c2ccccc2[N+](=O)[O-])CCS1	i	0.33	7.2	2.8	0.42	-2.4	-11	1202	i	-1%	1142	0.15	-1.5%	-47	2.3	-2	-0.34	-0.21
O=C(CSc1nc2ccccc2o1)Nc1ccc(N2CCOCC2)c(Cl)c1	i	1.1	6.7	2.7	-0.43	2.5	-2	1255	i	?	1097	-0.3	-2.6%	-1	3.8	2	-0.19	0.91
O=C(COC(=O)c1ccco1)NCc1cccs1	i	0.96	6.1	1.8	-0.16	-0.6	9	1868	i	-1%	1064	0.091	0.2%	1	2.2	-2	-0.25	0.37
